MrgX1 antag – blocks BAM8-22 activation of human MrgX1 receptor. Q96LB2. B-score at 10 µM. MRGX1-HEK293 calcium flux, Fluo-4, BAM8-22 antagonism; stronger effect = lower value. 310,000 tested, 1.3% active;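 active = calcium-response B-score plate-corrected more than 3 library SD below zero, starting fluorescence within 5 deviations, no agonist response on first addition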;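 note: peak minus trough fluorescence over baseline after final BAM8-22 challenge near maximal dose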
TRPC4 block – TRPC4 (mouse) channel inhibition. Q9QUQ5. HEK293 TRPC4beta/mu-opioid, DAMGO-evoked Fluo4 calcium flux; stronger effect = lower value. B-score at 10 µM. 300,000 tested, 0.39% active. AID 2247;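 active = B-score over 3 SD under the library average, no early fluorescence shift, positive overall ratio signal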
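Material: HEK293 cells with stable TRPC4beta plus mu-opioid receptor expression / Probe or stimulus: DAMGO in two steps, submaximal then maximal / Compound: single concentration per test compound / Technique: kinetic Fluo4 fluorescence imaging of calcium influx / Read-out: per-well B score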
TRPC6 activator – mouse TRPC6 channel activation; B-score at 10 µM; 310,000 tested, 0.13% active; AID 2550; Q61143; HEK293-TRPC6 membrane potential dye fluorescence; stronger effect = higher value;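 active = B-score of the integrated fluorescence ratio above library mean plus 3 SD, and starting fluorescence ratio within library mean plus 5 SD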;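 note: higher score means more depolarization so channel activation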
Target sequence (Q61143 whole entry, looked up): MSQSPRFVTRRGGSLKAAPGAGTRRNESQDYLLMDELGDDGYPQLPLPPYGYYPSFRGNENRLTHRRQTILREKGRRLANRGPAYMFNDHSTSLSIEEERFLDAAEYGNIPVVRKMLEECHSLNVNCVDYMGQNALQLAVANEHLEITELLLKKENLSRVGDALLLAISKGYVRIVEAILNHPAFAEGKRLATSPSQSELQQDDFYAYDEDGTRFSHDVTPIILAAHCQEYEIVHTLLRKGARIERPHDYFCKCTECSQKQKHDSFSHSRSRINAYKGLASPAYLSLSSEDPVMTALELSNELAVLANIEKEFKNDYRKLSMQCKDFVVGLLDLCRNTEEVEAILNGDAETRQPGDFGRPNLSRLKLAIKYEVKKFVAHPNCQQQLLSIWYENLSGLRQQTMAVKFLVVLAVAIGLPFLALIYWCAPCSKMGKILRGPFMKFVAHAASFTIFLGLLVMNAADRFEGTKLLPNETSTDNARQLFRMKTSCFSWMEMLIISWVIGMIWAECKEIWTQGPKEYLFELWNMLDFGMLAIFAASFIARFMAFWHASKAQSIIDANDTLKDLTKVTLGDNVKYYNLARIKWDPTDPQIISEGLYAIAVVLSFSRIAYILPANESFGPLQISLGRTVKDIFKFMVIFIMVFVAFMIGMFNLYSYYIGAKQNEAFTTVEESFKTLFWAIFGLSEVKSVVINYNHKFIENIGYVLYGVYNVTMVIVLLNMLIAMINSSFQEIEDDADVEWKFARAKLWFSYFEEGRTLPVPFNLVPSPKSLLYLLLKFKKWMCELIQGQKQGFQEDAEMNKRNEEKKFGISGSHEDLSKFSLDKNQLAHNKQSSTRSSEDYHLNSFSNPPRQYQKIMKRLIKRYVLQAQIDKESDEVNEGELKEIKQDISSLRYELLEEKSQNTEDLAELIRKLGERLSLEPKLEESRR
Platelet DG rel – platelet dense granule release activity; 300,000 tested, 0.22% active; inhibition, %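 (compounds screened at 7.5 µM in platelet-rich plasma)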; human platelet-rich plasma, SFLLRN dense granule ATP release, luminescence;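 active = mean replicate score, as percent of positive control, at or above 50; inconclusive = mean below 50 but at least one replicate at or above 50; inactive = mean and every replicate below 50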
MrgX1 ag – human MrgX1 receptor agonism, primary screen; Q96LB2; MrgX1-HEK293 cells, Fluo-4 calcium fluorescence, agonist mode; stronger effect = higher value; B-score at 10 µM; 310,000 tested, 0.44% active; AID 588627;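 active = calcium response B-score plate-corrected fluorescence ratio at least 3 library SD, with starting fluorescence B-score inside 5 SD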
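Assay system: stable human MrgX1 HEK293 cell line. Quantity: 15,000 cells per well. Schedule: cells plated overnight, dye loaded 0.5 h 37 °C, 0.5 h room temperature. Detection: Fluo-4 NW calcium-flux fluorescence, kinetic read. Read-out basis: peak-minus-minimum fluorescence over baseline, converted to B scores. Control set: positive and negative control wells on each plate.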
MrgX1 allo act – allosterically activates human MrgX1 receptor signaling. 310,000 tested, 0.63% active. B-score at 10 µM. MrgX1-HEK293, Fluo-4 calcium flux, FDSS; stronger effect = higher value;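 active = plate-corrected calcium response at least 3 library SD above typical, normal starting fluorescence, not activating the receptor alone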;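 note: compound read alongside a low EC10 to EC30 dose of BAM8-22 agonist; peak minus trough fluorescence over baseline measured at the second addition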
HIF activator – HIF pathway transcriptional activation; U2OS HRE-luciferase reporter, luminescence; normalized: DMSO 0%, desferrioxamine 100%; activation, % at 7.5 µM (by protocol); 300,000 tested, 0.32% active; AID 1910;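 active = mean activation of at least 10% of the iron chelator positive control signal, with at least half of replicates also reaching 10%; inconclusive = mean and replicate majority disagree about reaching 10%; inactive = mean and most replicates under 10%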
RGS4 block – human RGS4 inhibition; B-score at 10 µM; HEK293 M3R/RGS4 inducible, Fluo-4 calcium flux; stronger effect = higher value; triggered by carbachol at its EC20; 310,000 tested, 0.45% active; P49798;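 active = B-score, a plate-corrected calcium signal, over three deviations above library mean, with baseline fluorescence within five deviations of library mean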;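 note: RGS4 expression induced by doxycycline in cells with stable M3 receptor; B-score is computed from the integrated fluorescence ratio over baseline after carbachol; higher B-score means a larger calcium signal and so more RGS4 inhibition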
Target sequence (P49798 whole entry, looked up): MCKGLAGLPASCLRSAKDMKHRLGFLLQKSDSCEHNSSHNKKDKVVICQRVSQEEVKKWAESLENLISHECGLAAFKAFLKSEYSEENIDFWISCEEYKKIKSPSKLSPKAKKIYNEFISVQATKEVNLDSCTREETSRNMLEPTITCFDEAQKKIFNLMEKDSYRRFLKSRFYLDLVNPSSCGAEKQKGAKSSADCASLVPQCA
SKKanGAS inh – SKKanGAS growth inhibition. S. pyogenes SKKanGAS, kanamycin growth, BacTiter-Glo, 6 h. inhibition, % at 7.5 µM. 300,000 tested, 1.3% active. AID 1662;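 active = mean replicate score, as percent of positive control median, at least 50; inconclusive = mean below 50 but one replicate at or above 50; inactive = mean and every replicate below 50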;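 note: strain carries kanamycin resistance gene driven by streptokinase promoter and grows in 40 µg/ml kanamycin; loss of luminescence reflects streptokinase promoter inhibition or plain growth inhibition; 0% = median of DMSO wells and 100% = positive control at its reference dose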
TRPC6 inh – mouse TRPC6 channel inhibition | Q61143 | HEK293-TRPC6, membrane potential dye, ACh-evoked depolarization; stronger effect = lower value | B-score at 10 µM | 310,000 tested, 1.1% active;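 active = B-score under library mean minus 3 SD, initial fluorescence not abnormally high, positive integrated signal ratio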;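 note: B-score derived from integrated fluorescence ratio over the kinetic read; more negative B-score means stronger inhibition of depolarization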
RGS4 act – RGS4 potentiation or activation. AID 463111. B-score at 10 µM. 310,000 tested, 0.92% active. HEK293 M3R/inducible RGS4, carbachol calcium flux Fluo4; stronger effect = lower value;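 active = B-score of the integrated calcium signal more than 4 SD below the library mean, with starting fluorescence not abnormally high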;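 note: negative B-score means reduced calcium response which marks RGS4 activation or potentiation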
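Reagent: ECmax carbachol challenge; Test system: M3R-expressing HEK293 line, RGS4 induced by doxycycline; Schedule: overnight RGS4 induction, 30 min dye load 37 °C, 20 min compound RT; Detection: calcium dye Fluo4 fluorescence; Read-out: Agonist-evoked peak-minus-minimum fluorescence over baseline, integrated ratio, B score.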
* = called active by the depositor; i = inactive; u = inconclusive; x = no result given.

SMILES	MrgX1 antag	TRPC4 block	TRPC6 activator	Platelet DG rel	MrgX1 ag	MrgX1 allo act	HIF activator	RGS4 block	SKKanGAS inh	TRPC6 inh	RGS4 act
Nc1nc2ccccc2nc1N	i	i	i	0.8	i	i	1.0	i	0.6	i	i
CCOc1ccccc1C(=O)N1CCN=C1SCc1cccnc1	i	i	i	x	i	i	-0.1	i	-8.1	i	i
Cc1cccc(NC(=O)C2CCN(S(=O)(=O)c3cccc4nonc34)CC2)c1	i	i	i	15.7	i	i	-0.8	i	5.6	i	i
CCCCn1c(N)c(-c2nc3ccccc3s2)c2c([N+](=O)[O-])nn(CC)c(=O)c21	i	i	i	-8.4	i	i	0.6	i	6.5	i	i
COc1ccc(/C=N/N2C(=O)CSC2=S)cc1	i	i	i	3.4	i	i	-0.2	i	-2.2	i	i
CC(Oc1ccccc1F)C(=O)NNC(=O)C1CC(=O)N(c2ccc3c(c2)OCCO3)C1 (centres undefined)	i	i	i	1.3	i	i	-0.3	i	2.9	i	i
Cn1cnnc1SCc1ccc(C(=O)N=Nc2c(O)n(C)c3ccccc23)cc1	i	i	i	7.2	i	i	x	i	5.7	i	i
CCCCOc1ccc(C(=O)OCC(=O)NC2CCCC2)cc1	i	i	i	-3.0	i	i	0.0	i	1.3	i	i
CCCCN1C2CCCC1CC(NC(=O)c1ccc(OC)c(OC)c1)C2 (centres undefined)	i	i	i	-2.9	i	i	1.0	i	2.4	i	i
CC1CN(S(=O)(=O)c2ccc(C(=O)Nc3ccc(S(=O)(=O)Nc4nccs4)cc3)cc2)CC(C)O1 (centres undefined)	i	i	i	-0.7	i	i	-0.1	i	1.3	i	i
CC(C)(C)CC(=O)Nc1cc2c3c(c1)CC(=O)N3CCC2	i	i	i	4.2	i	i	-0.1	i	0.6	i	i
CCn1c(=O)c2cc(C(=O)N3CCOCC3)sc2c2ccccc21	i	i	i	-0.1	i	i	0.0	i	-6.2	i	i
O=C(CNC(=O)c1ccccc1)NCC(=O)OCc1ccc(Cl)cc1	i	i	i	-5.3	i	i	0.1	i	-5.8	i	i
CC(C)c1nc2sc3c(NCc4ccccc4)ncnc3c2c2c1COC(C)(C)C2	i	i	i	-3.9	i	i	-0.1	i	10.2	i	i
CCn1c(SCC(=O)Nc2ccc(OC)cc2)nc2c(c1=O)SCC2	i	i	i	-6.5	i	i	-0.1	i	1.1	i	i
Cc1cnc(C(=O)Nc2nnc(C)s2)cn1	i	i	i	2.2	i	i	-0.3	i	0.4	i	i
CC(CN1C(C)CCCC1C)OC(=O)c1ccc(Cl)cc1Cl (centres undefined)	i	i	i	-5.6	i	i	-0.7	i	-5.9	i	i
CCCCCCCCN1[C@@H](CC(C)=O)c2cc(C(F)(F)F)ccc2S1(=O)=O	i	i	i	-0.4	i	i	0.0	i	3.2	i	i
Cc1ccc(-c2csc3n[nH]c(=S)n23)cc1	i	i	i	0.1	i	i	0.3	i	-5.5	i	i
CCC(C)[C@H]1COCCS(=O)(=O)N1Cc1ccc(Cl)cc1Cl (some centres undefined)	i	i	i	5.6	i	i	-0.4	i	19.1	i	i
C=CCn1c(SCC(=O)N2CCc3ccccc3C2)nnc1-c1ccncc1	i	i	i	2.3	i	i	-0.3	i	1.8	i	i
Cc1cccc(CSc2ccc3nnc(-c4cccnc4)n3n2)c1	i	i	i	0.4	i	i	-3.1	i	-1.9	i	i
COc1ccc2c(c1OC)C(=O)OC2CC(=O)c1ccc2c(c1)OCO2 (centres undefined)	i	i	i	-9.6	i	i	-0.4	i	-1.8	i	i
CCOC(=O)c1sc(NC(=O)c2ccc(S(=O)(=O)N(C)C)cc2)cc1C	i	i	i	7.3	i	i	0.2	i	4.2	i	i
Cc1oc2ccccc2c1CNC(=O)N(C)C	i	i	i	-10.0	i	i	0.2	i	0.3	i	i
O=C(Nc1ccc(S(=O)(=O)N2CCOCC2)cc1)c1ccc([N+](=O)[O-])s1	i	i	i	-1.1	i	i	-0.3	i	3.4	i	i
Cc1ccc(C(=O)O/N=C(\N)c2ccccc2)c(Cl)c1	i	i	i	68.5*	i	i	-4.0	i	-3.9	i	i
CC(NS(=O)(=O)c1ccc2c(c1)CC(C)N2C(=O)C1CC1)c1ccccc1 (centres undefined)	i	i	i	1.4	i	i	0.2	i	-7.9	i	i
CCOc1ccc(NC(=O)CN(C)C(=O)/C=C/c2ccc(S(=O)(=O)N3CCCCCC3)cc2)cc1OCC	i	i	i	0.0	i	i	0.6	i	8.6	i	i
O=C(c1ccccc1)c1sc(N2CCOCC2)nc1-c1ccccc1	i	i	i	-5.0	i	i	0.0	i	-17.9	i	i
N/C(=N\OC(=O)Cc1ccccc1[N+](=O)[O-])c1cccc(Br)c1	i	i	i	4.4	i	i	1.9	i	25.4	i	i
CCCS(=O)(=O)N1CCCC(C(=O)NCCCN2CCN(c3ccc(F)cc3)CC2)C1 (centres undefined)	i	i	i	-0.9	i	i	-0.6	i	3.7	i	i
Cc1ccc(C(=O)NCC(=O)OCC(=O)Nc2ccc3[nH]c(=O)[nH]c3c2)cc1	i	i	i	5.0	i	i	0.2	i	-1.2	i	i
COc1cc(OC)cc(N(C(=O)CNC(=O)c2ccco2)C(C(=O)NCC2CCCO2)c2ccccc2)c1 (centres undefined)	i	i	i	16.2	i	i	-0.9	i	2.3	i	i
Cc1cccc(C(=O)NC(=S)Nc2ccc(Cc3ccncc3)cc2)c1	i	i	i	4.1	i	i	4.4	i	25.8	i	i
Cc1cc(OCc2cccc(Cl)c2)c(C)cc1CN1CCOCC1	i	i	i	4.3	i	i	2.1	i	2.1	i	i
CCCCn1c(N)c(N(CC(C)C)C(=O)CSc2nnc(C)n2-c2ccc(OC)cc2)c(=O)[nH]c1=O	i	i	i	5.7	i	i	-0.3	i	8.3	i	i
O=C1/C(=C\c2ccc([N+](=O)[O-])cc2)CCc2ccccc21	i	i	i	u	i	i	1.1	i	5.1	i	i
CCc1ccc2nc(Nc3nc(COC)cc(=O)[nH]3)nc(C)c2c1	i	i	i	-2.7	i	i	-0.4	i	-1.2	i	i
CC(C)(C)NC(=O)c1ccccc1NC(=O)c1ccc2c(c1)OCO2	i	i	i	6.2	i	i	-0.2	i	2.3	i	i
CC(C)C(=O)N1CCC(Cc2ccccc2)CC1	i	i	i	-3.7	i	i	0.8	i	-1.7	i	i
Nc1nonc1N1CCCCC1	i	i	i	-2.4	i	i	-1.0	i	0.6	i	i
CC(=O)Nc1ccc2nc(NC(=O)COc3ccccc3)sc2c1	i	i	i	-12.9	i	i	0.0	i	-18.1	i	i
CCOC(=O)C1=C(c2ccccc2)NC(=O)NC1c1ccc(OCC#N)c(OC)c1 (centres undefined)	i	i	i	-1.4	i	i	0.0	i	1.7	i	i
CCC(C(=O)NCCc1ccc(OC)cc1OC)n1nc(C)n2c(cc3occc32)c1=O (centres undefined)	i	i	i	-13.3	i	i	0.4	i	17.7	i	i
CCOC(=O)C1=C(C)NC(=O)NC1c1ccc(Br)s1 (centres undefined)	i	i	i	7.2	i	i	1.9	i	1.4	i	i
O=C(CCSc1nnc(-c2ccncc2)o1)Nc1ccccc1	i	i	i	0.6	i	i	0.1	i	-4.8	i	i
CC(C)N1CCc2c(sc(NC(=S)NC(=O)c3ccccc3)c2C#N)C1	i	i	48.2*	-1.2	i	i	1.8	i	-1.2	i	i
CC(C)(C)NC(=O)C(c1ccccc1)N(Cc1cccs1)C(=O)c1csnn1 (centres undefined)	i	i	i	2.9	i	i	0.3	i	-0.3	i	i
Nc1nonc1-n1nnc(C(=O)N/N=C/c2ccccc2)c1CN1CCc2ccccc21	i	i	i	11.7	i	i	-1.3	i	25.6	i	i
CCOc1cc(C2NC(=O)NC(C)=C2C(=O)NCc2ccccc2)c(Cl)cc1O (centres undefined)	i	i	i	2.2	i	i	-0.2	i	-2.3	i	i
COC(=O)/C(=C\Nc1ccc(Cl)cc1Cl)NC(=O)c1ccccc1	i	i	i	-5.8	i	i	0.0	i	-19.9	i	i
O=[N+]([O-])c1ccc2c(c1)nc1n2CCSC1	i	i	i	2.2	i	i	-0.5	i	-2.2	i	i
O=C(NCc1ccccc1)C1=C[C@@H](c2ccc(C(F)(F)F)cc2)C[C@@H](OCc2ccc(CO)cc2)O1	i	i	i	-4.2	i	i	-3.5	i	22.0	i	i
CC(=O)Nc1ccc(Sc2ccccc2C(=O)O)cc1	i	i	i	14.9	i	i	-0.3	i	1.6	i	i
Cc1cc(-c2csc(N)n2)c(C)n1CCc1ccccc1	i	i	i	5.0	i	i	0.9	i	13.5	i	i
CCCc1nc2ccc(NC(=O)c3ccco3)cc2c(=O)n1Cc1ccccc1Cl	i	i	i	4.9	i	i	-0.4	i	18.6	i	i
O=C(Nc1nccs1)C1Cc2ccccc2CN1S(=O)(=O)c1ccc(F)cc1 (centres undefined)	i	i	i	-2.1	i	i	0.6	i	6.8	i	i
CCC(=O)Nc1ccc(C(=O)NNC(=O)c2cccc(C)c2)cc1	i	i	i	11.4	i	i	-8.4	i	-5.7	i	i
O=S(=O)(Nc1ccccn1)c1ccc(Br)cc1	i	i	i	0.8	i	i	-0.6	i	-0.9	i	i
Next section.
SMILES	MrgX1 antag	TRPC4 block	TRPC6 activator	Platelet DG rel	MrgX1 ag	MrgX1 allo act	HIF activator	RGS4 block	SKKanGAS inh	TRPC6 inh	RGS4 act
COc1ccc(NC(=O)c2csc3c2CCCCC3)c(OC)c1	i	i	i	1.2	i	19.5*	0.7	i	-3.3	i	i
Cc1ccc(C2=NOC(=O)/C2=C\C=C\c2ccccc2)cc1	x	i	i	3.5	x	x	-7.7	i	32.8	i	i
C/C=C/c1ccc(OCCCCN2CCC(C)CC2)c(OC)c1	i	i	i	-9.4	i	i	-0.4	i	17.4	i	i
CCOC(=O)c1[nH]c2ccc(OC)cc2c1NS(=O)(=O)c1ccc(OC)cc1OC	i	i	i	-0.8	i	i	0.4	i	5.3	i	i
CCOc1cc(Cl)c(NC(C)=O)cc1OCC	i	i	i	6.1	i	i	-0.1	i	3.0	i	i
CCCN(CC(=O)Nc1ccc(C(N)=O)cc1)CC(=O)Nc1ccccc1C	i	i	i	1.7	i	i	-0.1	i	-6.5	i	i
COc1ccc(-n2nnc3c(=O)n(CC(=O)N4CCCC4)cnc32)cc1	i	i	i	-10.1	i	i	0.1	i	-9.9	i	i

Assay outcomes deposited in PubChem BioAssay by several laboratories.
